# Screens: PubChem, several laboratories
# Platelet DG rel: platelet dense granule release activity | inhibition, %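 (compounds screened at 7.5 µM in platelet-rich plasma)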 | 300,000 tested, 0.22% active | human platelet-rich plasma, SFLLRN dense granule ATP release, luminescence;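 active = mean replicate score, as percent of positive control, at or above 50; inconclusive = mean below 50 but at least one replicate at or above 50; inactive = mean and every replicate below 50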
# aSyn UTR inh: 5' untranslated region of α-synuclein, MLPCN primary screen; 300,000 tested, 0.82% active; alpha-synuclein 5'UTR reporter, inhibitor activity; inhibition, % (tested at 7.5 µM); AID 1813; in the data active = inhibition above about 60%; inconclusive = no clear call, values can overlap the other calls;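 also: H4 neuroglioblastoma cells stably carrying SNCA 5'UTR luciferase fusion; 0% = DMSO wells and 100% = positive control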
# HSF1 inhib: HSF1 inhibition; NIH3T3-HGL HSE-luciferase, MG132-induced, luminescence 8 h; hits give low values; activity change, negative = inhibition, % at 7.5 µM (by protocol); 300,000 tested, 0.77% active;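 active = more than half of replicate wells show activity change below -50%, luminescence cut by over half; inconclusive = some wells, but at most half, below -50%; inactive = no replicate well below -50%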;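 also: luciferase reports HSF-1 transcriptional activity via heat shock element; 0% = median of DMSO wells and -100% = zero luminescence signal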
# HSF1 activator: increases HSF-1 driven luciferase reporter signal. NIH3T3-HGL HSF-1 luciferase reporter, MG132, 8 h; 100% = twice DMSO control signal. activation, % at 9 µM. 300,000 tested, 1.7% active;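 active = mean replicate activation of at least 50% with a set share of replicates each reaching 50%; inconclusive = only one of those two conditions met; inactive = mean below 50% and too few replicates reaching it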;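 also: 0% = median of the neutral control wells and 100% = twice that signal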
# IEC-6 tox: IEC-6 cytotoxicity, counter-screen for KLF5 inhibitors | luminescence viability | inhibition, % at 5 µM | 290,000 tested, 0.78% active | AID 1825; in the data active = inhibition above about 22%;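 also: 0% = plate median of test compound wells and 100% = cytotoxic reference compound wells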
# KLF5 inhibitor: inhibitors of KLF5 expression; DLD-1 KLF5 promoter-luciferase reporter, luminescence; inhibition, % at 5 µM; 290,000 tested, 0.23% active; AID 1700;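 active = inhibition above a per-plate limit of that plate's mean compound inhibition plus 3 SD, cut at about 60% in these data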;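 also: 0% = DMSO wells and 100% = LY294002 at 200 µM; higher means less KLF5 promoter-driven luciferase light; inactives centre near -14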
# SKKanGAS inh: SKKanGAS growth inhibition | S. pyogenes SKKanGAS, kanamycin growth, BacTiter-Glo, 6 h | inhibition, % at 7.5 µM | 300,000 tested, 1.3% active;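 active = mean replicate score, as percent of positive control median, at least 50; inconclusive = mean below 50 but one replicate at or above 50; inactive = mean and every replicate below 50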;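 also: strain carries kanamycin resistance gene driven by streptokinase promoter and grows in 40 µg/ml kanamycin; loss of luminescence reflects streptokinase promoter inhibition or plain growth inhibition; 0% = median of DMSO wells and 100% = positive control at its reference dose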
# HIF activator: HIF pathway transcriptional activation; U2OS HRE-luciferase reporter, luminescence; normalized: DMSO 0%, desferrioxamine 100%; 300,000 tested, 0.32% active; AID 1910; activation, % at 7.5 µM (by protocol);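 active = mean activation of at least 10% of the iron chelator positive control signal, with at least half of replicates also reaching 10%; inconclusive = mean and replicate majority disagree about reaching 10%; inactive = mean and most replicates under 10%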
# AI-2 QS modul: modulators of Vibrio harveyi AI-2 quorum sensing system. Vibrio harveyi JMH597 AI-2 luminescence/OD600 ratio, 9 h; hits give low values; strain lacks LuxN and CqsS sensors; 0 = neutral-control median. activity change, % at 7.5 µM. 300,000 tested, 0.4% active; in the data active = activity change below about -75%, passing the limit was not always enough; inconclusive = no clear call, values can overlap the other calls;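 also: luminescence divided by OD600 gain over 9 h not by final OD600 alone; inactives centre near 13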
# HSP90 refold inh: inhibitors of HSP90 luciferase refolding in rabbit reticulocyte lysate | 290,000 tested, 0.91% active | inhibition, % at 5.6 µM | luciferase refolding luminescence, 3 h | AID 1789;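 active = inhibition above the screen-wide mean plus 3 SD, computed separately per campaign, cut at about 16% in these data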;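 also: 0% = DMSO wells and 100% = 60 µM geldanamycin wells; inhibitors lower the luminescence because luciferase stays unfolded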
# * marks the source's active call; other numbers are inactive results; ? = inconclusive; . = not tested or not shown; & = joins results of further samples.
Compound,Platelet DG rel,aSyn UTR inh,HSF1 inhib,HSF1 activator,IEC-6 tox,KLF5 inhibitor,SKKanGAS inh,HIF activator,AI-2 QS modul,HSP90 refold inh
COc1ccc(CC[n+]2cc(/N=C(\C)[O-])on2)cc1OC,0.4,12.2,-8.5,-1.5,2.7,8.3,-4.0,0.2,32.9,1.4
OC(c1ccncc1)(c1ccc(F)cc1)c1ccc(F)cc1,1.5,13.7,2.6,-10.9,2.3,11.6,-2.1,0.3,20.5,-1.2
O=P(N[C@@H](c1ccccc1)[C@@H]1C[C@H]1CO)(c1ccccc1)c1ccccc1,-10.3,-8.5,0.1,2.1,-3.0,-24.2,10.4,-2.9,21.4,-3.1
COc1ccc(C2SCC(=O)Nc3c2c(C)nn3-c2ccccc2)cc1OC (stereo unspecified),-4.6,14.5,3.3,4.8,-1.7,-6.8,2.5,0.3,10.0,-0.8
CC[N+](CC)(CC)CCCCCCCCCC[N+](CC)(CC)CC,-8.7,-22.4,11.1,38.4,-0.2,-5.5,-21.5,-0.2,9.1,2.1
c1ccc(CNc2c3c(nc4ccccc24)CCC3)cc1,-2.5,-7.5,1.3,1.3,6.4,6.8,-1.1,-0.4,23.2,4.4
CCOC(=O)COc1ccc(/C=C2\C(=O)NC(=S)N(c3ccc(OC)cc3)C2=O)cc1OC,-2.0,-6.8,-5.8,-25.3,-5.8,-19.7,-6.2,0.6,10.3,-1.2
N/C(=N/[N+](=O)[O-])N1CCN(C(=O)c2ccc(Cl)cc2)CC1,11.0,-4.4,-4.8,14.9,-4.0,-11.8,-1.2,-0.3,9.9,-4.0
CCOC(=O)C1=C(N)OC2=C(C(=O)CCC2)C12C(=O)N(CC(N)=O)c1ccccc12 (stereo unspecified),-37.8,-16.5,4.8,16.6,-6.2,-18.7,-0.3,-0.1,?,-0.6
Cc1nc(Cl)sc1C(=O)Nc1ccc2ccccc2c1,-1.0,-54.1,33.8,47.9,3.1,-62.0,-6.2,2.4,-9.6,-3.9
Cc1ncc(CN2CCCC(C(=O)c3sccc3C)C2)s1 (stereo unspecified),9.1,-37.9,9.5,2.8,-6.0,-34.2,-0.5,0.1,-3.5,0.3
CN1CCN(c2cc(N3CCCC3)c([N+](=O)[O-])cc2F)CC1,-0.1,-6.2,-1.3,-3.2,2.1,-29.8,-0.1,-3.4,13.9,-0.1
CCN(CC)CCN=Cc1c(O)n(Cc2ccco2)c(=O)[nH]c1=O,.,.,.,.,6.2,22.6,-0.9,.,11.7,1.4
CC/C(=N\Nc1ccccc1)c1c(O)n(-c2ccc(OC)cc2)c(=O)[nH]c1=O,.,.,.,.,2.9,21.5,3.9,.,12.4,0.0
O=C(Nc1ccccc1Cl)OC1CN2CCC1CC2 (stereo unspecified),-0.4,10.0,-2.5,4.6,1.9,-31.0,3.8,0.2,17.3,3.1
Cc1ccc(-n2c(C)cc(/C=C3\C(=O)NC(=O)N(C)C3=O)c2C)cc1C,-16.7,11.6,2.5,-13.5,1.2,-18.1,-5.4,0.6,18.1,-0.1
COc1ccc(Oc2c(C)oc3cc(OC(=O)N(C)C)ccc3c2=O)cc1,4.1,16.2,-2.7,4.5,2.0,-29.8,-4.2,-3.4,23.2,-2.5
COc1ccccc1CC(=O)N1CCN(CCc2ccccc2)CC1,-0.8,4.4,-1.4,5.2,6.5,2.5,-4.0,-1.4,4.2,2.0
Nc1ccc(C(=O)N/N=C2/CN3CCC2CC3)cc1,-6.8,-13.5,-0.5,-17.2,-2.9,-79.0,-9.5,0.1,9.1,0.6
Cc1nc2cc(C(F)(F)F)ccc2n1C1CCN(Cc2nnnn2CCc2ccccc2)CC1,-20.9,12.3,10.2,17.3,-4.4,-21.1,1.7,-0.3,6.0,-0.9
CCN(CC)P(c1n(C)cc[n+]1C)N(CC)CC,-0.1,-28.7,-2.9,-8.9,1.3,-13.7,1.2,-0.7,6.2,-0.4
COc1ccccc1CN1CCN(C(=O)COc2ccccc2)CC1,1.2,19.1,-2.0,4.8,-4.0,-32.2,3.8,-0.2,6.7,5.2
Cc1cccc(-n2c(C)nc3cc(C(=O)N4CCC5(CC4)OCCO5)ccc32)c1,-4.5,11.6,-1.1,1.4,-4.5,-8.0,3.5,1.1,7.8,-2.4
O=c1[nH]c(=O)n(Cc2ccco2)c(O)c1C=NCc1ccco1,9.0,-2.2,-4.2,-9.9,0.3,-14.5,-2.1,.,0.3,1.9
Cc1ccc2c(c1)N(C(=O)CCC(=O)N1CCC3(CC1)OCCO3)CC(C)O2 (stereo unspecified),3.6,10.3,-6.3,-11.1,-5.1,-17.3,-3.5,0.4,16.6,-2.8
O=C(O)c1c[nH]c2ccc(S(=O)(=O)N(CCCl)CCCl)cc12,-3.0,5.7,-7.4,-9.3,3.0,3.1,10.3,-0.1,18.1,10.8
CC1(C)COC(Nc2cccc(Cl)c2)=N1,1.7,-2.4,2.4,1.1,-0.4,-5.8,-2.2,1.0,10.4,-0.3
CCN(CC)P(=O)(NC(=O)C(Cl)(Cl)Cl)N(CC)CC.[Cl-].[Cl-].[Cl-].[Nd+3],-5.3,-9.5,-3.0&6.8,-3.0&-1.0,-2.7,-19.0,-4.9,-0.2,11.3,-1.3
CCSc1nnc(C(N)Cc2ccccc2)o1 (stereo unspecified),7.2,-23.6,7.1,9.0,3.5,-19.3,3.8,1.0,3.4,2.2
O=C1NC(=O)C(=Cc2ccc(Sc3ccccc3)o2)C(=O)N1,20.8,-39.0,1.3,0.3,-8.0,-16.1,1.5,-0.1,25.5,5.1
CC12CCCCC1=NC(c1ccc(Br)cc1)N2O (stereo unspecified),-1.9,-6.1,-0.2,3.9,-1.8,-12.3,0.0,-0.2,1.6,-2.6
CCCCN1CCC(C#N)(Nc2ccccc2)CC1,-3.3,12.2,5.4,43.9,2.7,16.9,10.0,-0.3,13.6,-0.7
N#CCCn1cc(C(=O)O)c(-c2cccc([N+](=O)[O-])c2)n1,8.2,-15.0,-4.1,-15.2,1.2,-11.0,-6.2,-0.8,33.5,1.2
COc1cc(C(=O)NC(=S)N2C[C@H]3C[C@H](C2)c2cccc(=O)n2C3)cc(OC)c1OC,1.9,30.0,-4.0,15.8,-1.1,-15.6,2.0,0.6,7.7,-5.1
CC(C)[C@H]1C(=O)O[C@H](C(C)C)C(=O)N(C)[C@@H](C(C)C)C(=O)O[C@H](C(C)C)C(=O)N(C)[C@@H](C(C)C)C(=O)O[C@H](C(C)C)C(=O)N1C,5.5,85.7*,-15.0,-18.1,89.2*,69.9*,1.2,-0.5,-4.6,-3.4
Cc1ccc(-n2c(-c3cccs3)nc3ccccc3c2=O)cc1,-1.4,8.2,-2.5,5.0,-3.4,-20.3,6.0,-0.3,0.3,0.0
C=CCn1c(O)c(C(CC)=NCc2ccc3c(c2)OCO3)c(=O)[nH]c1=O,-10.8,14.8,14.2,30.6,5.6,-6.7,-0.9,-0.3,7.0,-1.4
Cc1nc2ncnn2c(C)c1CCC(=O)N1CCC2(CC1)OCCO2,1.5,4.0,2.1,-2.3,-1.3,-11.7,1.0,-0.4,14.5,-0.1
CCOc1cccc(N2C(=O)CC(=O)NC2=O)c1,-3.2,-1.8,-6.5,2.7,-6.4,-4.5,6.1,3.3,19.0,1.4
CCN(CC)c1ccc(N=Cc2c(O)n(-c3ccc(OC)cc3)c(=O)[nH]c2=O)cc1,3.5,12.9,2.6,-12.2,-5.2,-57.0,16.1,0.0,13.8,-0.9
CC(C)c1ccc(C2N3CCCN23)cc1 (stereo unspecified),15.1,-6.1,-1.2,-6.8,-0.2,-0.8,1.3,0.7,-3.8,6.4
CCC(=NCCO)c1c(O)n(C2CCCCC2)c(=O)[nH]c1=O,-38.3,17.1,-7.0,-8.5,2.0,-13.7,-5.8,0.0,15.4,2.6
CC(=O)N1CN2CN(C(C)=O)CC(C(=O)c3ccc(Br)cc3)(C2)C1,-4.9,-4.1,-5.5,-3.0,-3.0,6.3,-3.9,-0.3,24.6,-5.8
CCOC(=O)c1c(/N=C/C2C(=O)NC(=O)NC2=O)sc2c1CCC2,4.2,3.5,-29.3,-39.6,-4.2,-20.5,.,-1.0,13.2,1.5
Cc1cc(/C=C2/C(=O)NC(=O)N(Cc3ccco3)C2=O)c(C)n1-c1ccc(C(=O)O)cc1,1.2,14.1,-1.5,3.0,-5.2,-26.1,-0.7,0.1,3.9,-2.7
CC(Cc1ccccc1)NC(=O)CN1CCCC1=O (stereo unspecified),5.5,24.8,-5.9,-1.2,-0.8,-16.8,-0.2,-0.2,7.0,-6.8
CN(C)C(=O)Oc1ccc(Br)c2ccccc12,-0.3,25.8,3.5,-12.1,5.9,-13.7,-6.0,0.1,18.4,-4.5
O=[N+]([O-])c1ccc(CNCCc2ccccc2)cc1,3.5,-10.2,-4.0,-0.2,-9.3,-18.7,-5.0,1.8,19.7,0.9
Cc1ccc(N2C(=O)/C(=C/c3ccc(CN(CCC#N)S(C)(=O)=O)o3)C(=O)NC2=S)cc1C,24.8,9.4,-3.1,-7.0,-6.8,-5.0,-3.3,-0.4,77.7,3.7
CCCCCSc1cc(OC)c(CCNC)cc1OC,-11.8,-34.5,-30.8,-39.9,5.1,-11.7,2.9,0.1,-14.5,2.0
Cc1cccc(-n2c(O)c(C=Nc3ccc(S(N)(=O)=O)cc3)c(=O)[nH]c2=O)c1,12.4,-17.9,-7.0,-5.6,-5.6,-10.5,1.1,-0.3,13.4,-1.1
O=C(CN1CCCC1=O)Nc1ccccc1,8.4,-14.0,-2.0,5.5,13.5,-10.9,-2.3,0.1,19.5,5.2
Cc1c(CC(=O)N2C[C@H]3C[C@@H](C2)c2cccc(=O)n2C3)c(=O)oc2c(C)c(O)ccc12,4.9,15.0,-0.4,-4.5,0.8,-0.3,2.2,-0.3,12.5,-1.0
CN(C(=O)Oc1ccc([N+](=O)[O-])cc1)c1ccccc1,-8.5,-22.2,-3.4,-0.8,-2.9,-51.6,-17.9,-0.3,-8.3,0.3
CN(C)C(=O)Oc1ccc(-c2cn3cc(C(F)(F)F)ccc3n2)cc1,-16.1,-85.7,2.3,14.1,-14.5,-79.7,-3.3,2.5,10.5,0.5
O=C1CC(=O)N(Cc2ccccc2)C(=O)N1CCCCCCN1C(=O)CC(=O)N(Cc2ccccc2)C1=O,-2.1,14.7,6.2,19.8,-3.8,-11.7,3.6,0.1,55.4,2.1
FC(F)(F)c1ccc(CN2CCNCC2)cc1,-5.8,17.9,7.9,-2.1,0.6,-10.4,-9.3,0.3,2.9,0.1
CCOC(=O)c1c(-n2c(C)cc(C=C3C(=O)NC(=S)NC3=O)c2C)sc2c1CCCC2,11.5,-18.8,0.3,-11.1,-0.7,-57.9,15.6,-0.4,20.2,0.1

# These rows are one share of the data, so the mix of outcomes need not match the whole.
